Screens: PubChem, National Center for Advancing Translational Sciences (NCATS)
WRN inhibitor: WRN helicase (human) inhibition; WRN helicase unwinding, fluorescent forked duplex, kinetic; Potency, µM (series often up to 114 µM), without a hit: at the highest dose activity change, negative = inhibition, most hits filed as inhibitors; 360,000 compounds, 0.46% hits; further: potency means the concentration at half of the fitted maximal effect; on the % scale 0 is the no-effect control and ±100 the full control effect; nearly all actives have a fitted effect of over 55% in size
Target sequence (Q14191 whole entry, looked up): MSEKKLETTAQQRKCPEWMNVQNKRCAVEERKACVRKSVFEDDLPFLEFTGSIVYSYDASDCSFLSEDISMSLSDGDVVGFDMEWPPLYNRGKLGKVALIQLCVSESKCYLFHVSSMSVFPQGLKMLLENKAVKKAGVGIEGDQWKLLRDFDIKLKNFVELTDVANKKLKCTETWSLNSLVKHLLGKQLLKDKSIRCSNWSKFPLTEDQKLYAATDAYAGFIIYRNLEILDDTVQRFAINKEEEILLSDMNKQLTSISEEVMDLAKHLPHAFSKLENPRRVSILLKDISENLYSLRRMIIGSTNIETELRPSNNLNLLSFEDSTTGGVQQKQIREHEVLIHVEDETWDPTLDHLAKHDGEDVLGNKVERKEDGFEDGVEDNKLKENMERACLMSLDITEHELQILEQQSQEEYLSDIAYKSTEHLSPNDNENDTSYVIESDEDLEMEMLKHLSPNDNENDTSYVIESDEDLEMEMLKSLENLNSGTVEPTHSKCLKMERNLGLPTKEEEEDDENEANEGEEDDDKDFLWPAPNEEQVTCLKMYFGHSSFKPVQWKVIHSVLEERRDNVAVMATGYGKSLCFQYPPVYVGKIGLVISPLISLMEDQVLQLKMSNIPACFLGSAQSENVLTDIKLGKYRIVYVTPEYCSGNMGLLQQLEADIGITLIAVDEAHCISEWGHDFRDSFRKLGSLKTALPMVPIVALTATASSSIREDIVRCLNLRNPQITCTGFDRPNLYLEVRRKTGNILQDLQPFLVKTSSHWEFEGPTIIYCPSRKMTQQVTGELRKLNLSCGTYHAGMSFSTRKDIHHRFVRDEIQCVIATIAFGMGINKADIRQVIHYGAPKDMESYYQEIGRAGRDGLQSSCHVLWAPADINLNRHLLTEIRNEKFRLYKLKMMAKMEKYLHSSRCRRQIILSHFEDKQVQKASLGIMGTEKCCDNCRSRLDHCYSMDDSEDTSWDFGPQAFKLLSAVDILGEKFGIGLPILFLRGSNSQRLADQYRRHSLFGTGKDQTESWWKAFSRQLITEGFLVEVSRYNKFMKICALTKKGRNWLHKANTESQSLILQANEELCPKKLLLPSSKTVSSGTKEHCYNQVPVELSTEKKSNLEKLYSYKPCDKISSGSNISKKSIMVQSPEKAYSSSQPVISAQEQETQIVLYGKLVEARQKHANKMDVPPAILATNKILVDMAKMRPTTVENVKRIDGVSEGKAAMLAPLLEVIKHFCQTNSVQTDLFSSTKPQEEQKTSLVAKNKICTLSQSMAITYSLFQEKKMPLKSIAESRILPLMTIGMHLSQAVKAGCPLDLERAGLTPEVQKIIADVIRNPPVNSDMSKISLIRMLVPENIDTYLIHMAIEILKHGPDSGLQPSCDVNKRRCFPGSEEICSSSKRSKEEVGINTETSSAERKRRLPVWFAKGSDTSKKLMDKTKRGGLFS
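Primary qHTS, 1536-well format. 20 nM WRN + compound, 15 min RT; start with 100 nM forked fluorophore/quencher duplex, 2 mM ATP (final); kinetic read ex 525/em 598 nm.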
Abeta yeast res: compounds reversing amyloid beta toxicity in yeast | yeast expressing A-beta42, growth rescue, OD600, 48 h; response scale: 0% DMSO, 100% iron-clioquinol control | Potency, µM (top dose mostly 46.1 µM), without a hit: top-dose growth rescue, hits mostly activators | 410,000 compounds, 0.063% hits; further: potency means the concentration at half of the fitted maximal effect; nearly all actives have a fitted effect of over 55% in size
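Growth rescue measured by 600 nm absorbance after 48 h yeast culture at 30 C with compound. Values normalized between DMSO and an equimolar ferric chloride plus clioquinol control.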
EPAC1 antagonist: blocks human EPAC1 exchange factor. O95398. EPAC1 GEF assay, Rap1b-BODIPY-GDP exchange fluorescence. Potency, µM (top dose mostly 115 µM), inactives show at the highest dose activity change, negative = inhibition, actives largely listed as inhibitors. 360,000 compounds, 0.14% hits;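 further: potency means the concentration at half of the fitted maximal effect; plate controls were vehicle for no effect and positive control for full effect; nearly all actives have a fitted effect of over 50% in size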
EPAC1 agonist: agonists of human EPAC1. 360,000 compounds, 0.073% hits. EPAC1 agonist qHTS, biochemical assay; response scale: 100% = response to 6.5 mM cAMP. O95398. Potency, µM (highest dose often 154 µM), for inactives: at the highest dose activation, hits mostly activators. AID 720707; further: potency means the concentration at half of the fitted maximal effect; nearly all actives have a fitted effect of over 60% in size
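Nucleotide exchange assay: 100 nM EPAC1 with 250 nM Rap1B loaded with BODIPY-GDP and 50 uM GDP, room temperature. Fluorescence (480/540 nm) read every 5 min for 30 min; signal change normalized to 6.5 mM cAMP as full agonist.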
FUS yeast rescue: FUS proteinopathy suppression in yeast | Potency, µM (top dose mostly 76.6 µM), for inactives: at the highest dose growth rescue (activation), most hits filed as activators | 390,000 compounds, 0.24% hits | S. cerevisiae FUS-expressing, growth rescue, OD600, 24 h;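 further: potency means the concentration at half of the fitted maximal effect; plate controls were DMSO vehicle for no effect and reference control for full effect; nearly all actives have a fitted effect of over 55% in size; some results filed as inactive show a strong effect at the top dose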
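S. cerevisiae expressing FUS from galactose induction served as the toxicity model. Growth after 24hr at 30C, read as absorbance at 600 nm, indicates suppression of toxicity; compounds dosed at several concentrations.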
PLK1 PBD block: blocks phosphopeptide binding to human PLK1 polo-box domain; 360,000 compounds, 2.8% hits; Potency, µM, for inactives: max response, negative = inhibition, actives largely listed as inhibitors; P53350; Plk1 PBD binding of FITC phosphopeptide, fluorescence polarization; further: potency means the concentration at half of the fitted maximal effect; series mostly up to about 57 µM; on the % scale 0 is the no-effect control and ±100 the full control effect; nearly all actives have a fitted effect of over 65% in size
aSyn yeast inh: alpha-synuclein toxicity inhibition in yeast | Yeast expressing alpha-synuclein, growth rescue, BacTiter-Glo, 24 h | Potency, µM (doses to about 46.1 µM), for the others: at the top dose growth rescue (activation), most hits filed as activators | 370,000 compounds, 0.14% hits; further: potency means the concentration at half of the fitted maximal effect; % of control where 0% means no effect; nearly all actives have a fitted effect of over 65% in size
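Galactose-induced alpha-syn yeast (OD600=0.02, raffinose-pregrown) + pinned cpd, 24 hr, 30 deg C; growth by BacTiter-Glo luminescence. Growth restoration scores as activation.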
IL-2 act: IL-2 activation | activation, % (series mostly up to about 46 µM) | 360,000 compounds, 0.065% hits | IL-2 activation reporter assay, cell-based qHTS; stimulated with anti-CD3/CD4/CD28 beads; in transgenic mouse T cells; in the data active means activation above about 50%; inconclusive means mostly about 30% to 49%; further: 0% is about no effect
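First, unstimulated transgenic mouse T cells were exposed to compound for 60 min. Next, anti-CD3/anti-CD4-coated beads with anti-CD28 were added. Finally, after 18 h at 37 degrees C, EGFP and DsRed were imaged.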
PI5P4Ka inh: PI5P4K alpha (human) kinase inhibition; 330,000 compounds, 1.2% hits; P48426; PI5P4Kalpha enzyme, ADP-Glo luminescence, 60 min; active compounds read low; max response, %; active means max response of -50% or lower; inconclusive means between -30% and -50%; inactive means -30% or higher; further: value at the top dose of about 77 µM; on the % scale 0 is the no-effect control and ±100 the full control effect
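Reactions run in 0.038 M HEPES pH 7.4, 0.28 mM EGTA, 0.1% CHAPS and 5% DMSO, with PI5P4Kalpha, substrate, compound and 5 microM ATP final, one hour at room temperature. Readout is ADP-Glo luminescence.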
An asterisk follows results filed as active; ? = inconclusive; . = not tested or not shown; & = joins results of further samples; [ ] = another dose, or the depositor's remark. Unless noted, the call rests on the fitted dose curve; in most records, active means well fitted curve in the direction sought with a large enough effect; inconclusive means small, poorly fitted or top-dose-only effect, or another doubt; inactive means no such curve, though single readings can be large; an effect the other way counts as inactive or inconclusive.

SMILES	WRN inhibitor	Abeta yeast res	EPAC1 antagonist	EPAC1 agonist	FUS yeast rescue	PLK1 PBD block	aSyn yeast inh	IL-2 act	PI5P4Ka inh
COc1ccc(C2C(C(=O)OC(C)C)=C(C)N=c3s/c(=C\c4cccs4)c(=O)n32)cc1 (stereo not given)	-24%	-3%	2%	12%	4%	-4%	6%	0.1	-1
CCCc1cc(=O)oc2cc(OCC(=O)NCc3cccs3)ccc12	1%	-9%	-4%	-3%	2%	?	-6%	-3.4	-7
CC(=O)N1c2ccccc2N2C(c3c(C)c(C)cc(C)c3C)=NON12	-13%	-41%[inhibitor]	-13%	7%	3%	0%	-7%	-0.6	6
CN(C)c1ccc(-c2nn3c(C4CCCCC4)nnc3s2)cc1	3%	13%	-13%	1%	31%	-18%	-1%	0.2	-1
COc1ccc(-n2c(Cc3cccn3C)nnc2SCC(=O)NCC2CCCO2)cc1 (stereo not given)	4%	-3%	1%	5%	8%	4%	-10%	-1.9	-1
C#CCNC(=O)C1=C[C@H](c2ccc(Br)cc2)[C@@H](CCCO)[C@H](OCC)O1	4%	-4%	-10%	-10%	13%	-3%	0%	0.6	-2
CCOC(=O)c1ccccc1NC(=O)COC(=O)CCC(=O)c1ccc(C)cc1	-1%	3%	-2%	9%	22%	2%	11%	-4.5	19
C=CCC[C@@H](Cc1ccc(F)cc1)C(=O)O[C@H](CNC(=O)[C@@H](CC=C)CC(=O)N[C@H](CO)Cc1ccccc1)c1ccccc1	-8%	-6%	-19%	-17%	-16%	1%	1%	0.6	1
N#Cc1ccc(Cn2c(=O)oc3ccccc32)cc1	-2%	-2%	-7%	0%	5%	2%	3%	1.6	2
CC1(C)Cc2cccc(C(=O)Nc3ccc(F)cc3F)c2O1	-4%	-5%	-12%	-12%	-4%	?	-12%	-2.8	20
O=C(CN1CCN(c2ccc(F)cc2)CC1)c1ccc(O)cc1O	-2%	.	-14%	9%	-17%	-17%	-6%	0.5	-5
O=C(COC(=O)c1ccc(S(=O)(=O)Nc2ccccc2)cc1)NCCN1C(=O)CSC1=O	9%	22%	-3%	-4%	13%	2%	6%	0.0	.
CCOC(=O)c1c(C)nc2c(c1-c1ccccc1)C(=O)c1ccccc1-2	-19%	3%	-4%	19%	?	-2%	0%	-1.6	.
CCOP(=O)(OCC)c1nc(-c2ccc(Cl)cc2Cl)oc1N1CCOCC1	9%	-7%	-13%	-7%	25%	3%	6%	-1.8	-6
CCCc1nnc(SCC(=O)N2CCCC(C)C2)n1CCOC (stereo not given)	-4%	5%	0%	0%	-14%	-1%	0%	-1.5	2
CN(C)c1ccc(C(=O)OCC(=O)NCC2CCCO2)cc1 (stereo not given)	0%	14%	6%	-6%	-5%	3%	.	0.1	-2
O=C(COC(=O)c1c(Cl)ccc(Cl)c1Cl)NC1CCS(=O)(=O)C1 (stereo not given)	-1%	0%	-4%	-1%	0%	-2%	2%	-0.8	1
N#CCC1c2ccccc2CCN1C(=O)Nc1cccc(C(F)(F)F)c1 (stereo not given)	-2%	-7%	-8%	13%	3%	-5%	-10%	-5.0	.
COc1ccc(-c2cc(C(=O)N3CCN(c4ncccn4)CC3)c3ccccc3n2)c(OC)c1	5%	-34%[inhibitor]	0%	4%	.	-17%	?	0.3	-8
CCOC(=O)C1C(=O)CC(C)(O)C(C(=O)OCC)C1c1cccs1 (stereo not given)	0%	38%	-27%	10%	-3%	-1%	8%	-0.5	9
Cc1cc(C(=O)NN=C2CC(=O)CC(C)(C)C2)c(C)o1	-6%	1%	3%	9%	7%	2%	8%	-0.3	-1
CSCC[C@H](NC(=O)OC(C)(C)C)C(=O)N1CCC(C(=O)N[C@@H](C)C(=O)O)CC1	-4%	6%	-3%	-4%	33%	-9%	-3%	-2.4	.
COc1ccc(C(=O)Nc2cccc(C(=O)NCc3ccco3)c2)cc1	-2%	35%	1%	-1%	21%	-8%	7%	-0.1	0
CCCCCCNC(=O)CCNS(=O)(=O)c1ccc(C)cc1	-2%	2%	1%	-3%	13%	-9%	-1%	-1.0	9
Cc1ccc(-c2n[nH]c(S(C)(=O)=O)c2C#N)cc1	1%	14%	-2%	4%	19%	-4%	2%	-1.5	-10
CC(C)(C)c1cc(C(=O)NNc2cc(C(F)(F)F)ccc2Cl)n(Cc2ccccc2)n1	-16%	-4%	?	-16%	18%	5%	6%	-4.6	3
COc1ccc(-c2nc3ccccc3o2)cc1NC(=O)c1ccc(Br)o1	-2%	17%	5%	-7%	-3%	1%	-1%	1.5	3
O=C(Nc1cc(S(=O)(=O)N2CCCC2)ccc1Cl)c1cc(F)c(F)c(F)c1F	6%	2%	-6%	-13%	-10%	-2%	1%	-0.9	2
CS(=O)(=O)N1CC(C(=O)NC2CCCC2)Oc2ccc(Cl)cc21 (stereo not given)	1%	8%	-1%	-9%	13%	-1%	-12%	-1.3	.
Cc1cccc(NC(=S)N2CCN(S(=O)(=O)c3ccccc3)CC2)c1	3%	1%	-27%	-2%	16%	-3%	1%	1.8	2
Cc1nc(NC(=O)c2ccccc2)sc1-c1cc(C(=O)O)nn1Cc1ccccc1	4%	0%	-8%	-3%	3%	8%	5%	-2.1	-20
c1ccc(C(c2nnnn2Cc2ccco2)N2CCN(C3CCCC3)CC2)cc1 (stereo not given)	0%[57.1 µM]	12%	6%	0%	6%	1%	13%	1.6	0
CC1CCN(c2c(NCC3CCC(C(=O)Nc4ccccn4)CC3)c(=O)c2=O)CC1 (stereo not given)	5%	6%	-6%	5%	-14%	0%	1%	4.2	9
Cc1ccccc1Nc1nc(N)nc(COC(=O)c2ccc([N+](=O)[O-])o2)n1	4%[11.6 µM]	-52%[inhibitor]	-3%	8%	-5%	-18%	-14%	0.4	-4
Cc1ccc(C(=O)N2CCCCC2)cc1S(=O)(=O)N1CCCC1	1%	-2%	-11%	16%	4%	-8%	1%	0.3	-1
COC(=O)[C@@]1(Cc2ccccc2)[C@H]2C(=O)N(C)C(=O)[C@H]2[C@H]2CN=C(SCc3ccc(C)cc3)N21	-2%	-1%	0%	7%	2%	-5%	3%	-0.3	0
COCCCNC(=S)N1CCN(S(=O)(=O)c2ccc(OC)cc2)CC1	4%[57.1 µM]	-13%	-21%	-12%	?	21µM*	15%	0.9	9
CN(C)C(=O)c1ccc(NS(=O)(=O)c2ccc3c(c2)OCCO3)cc1	1%	8%	-8%	9%	.	2%	0%	-1.0	-4
CC12COC3(C(=O)Nc4ccccc4)CC1CCC32C (stereo not given)	-7%	19%	5%	9%	-17%	-7%	16%	-0.2	-2
CC(C)C[C@H]1CN(CCCC[C@H]2CNC(=O)C(=O)N2CC2CCCCC2)C(=O)C(=O)N1CCc1ccccc1	0%	-14%	-10%	-13%	30%	-7%	-24%	-0.4	-4
O=C(Nc1ccc(C(O)c2ccccc2)cc1)[C@H]1C[C@H](O)[C@@H](CO)O1 (stereo not given in full)	5%	-2%	1%	-3%	-24%	2%	-1%	0.8	-6
CCCCN1C(=O)CN(CCc2ccccc2)C(=O)C1c1ccc(OC)cc1 (stereo not given)	12%	-11%	4%	3%	13%	-11%	-13%	4.6	.
CC(=O)N1CCc2cc(Br)cc(S(=O)(=O)N3CCCCC3)c21	2%	3%	-18%	1%	19%	1%	-1%	1.0	-2
CCS(=O)(=O)c1ccc2oc(Nc3ccc(OC)cc3)nc2c1	-14%	-1%	1%	2%	-1%	3%	-12%	-1.3	-1
COc1cccc2c1Oc1ncccc1N(C(=O)CCC(=O)NCc1ccc(C)cc1)C2	0%	-27%&-14%	-7%	5%	8%&2%	-2%	8%	-0.9	-3
O=c1c2ccccc2nc(/C=C/c2ccc([N+](=O)[O-])cc2)n1CCCO	0%	-12%	7%	-3%	.	3%	8%	0.2	15
O=C(c1ccc(CSc2ccc(Cl)cc2)cc1)N1CCOCC1	-6%	-15%	-20%	6%	6%	-1%	0%	-0.1	7
C#CCOCCOCCOCCNc1nc(N2CCN(C(=O)CCCCCCCCCCNC(=O)[C@H](CCCCN)n3cc(C[C@@H](C)CC)nn3)CC2)nc(N2CCN(C(=O)CCCCCCCCCCNC(=O)[C@@H]([C@H](C)O)n3cc(C)nn3)CC2)n1	50µM*	0%	?	-8%	?	21%	-60%[inhibitor]	-0.6	?
CSc1nc2c(ccc3ccccc32)o1	-7%	8%	-24%	5%	-9%	-27%	3%	0.7	5
COc1ccc(S(=O)(=O)N2CCOCC2)c(Cl)c1Cl	-5%	15%	3%	-1%	1%	0%	-8%	1.9	.
Cc1cccc(C)c1NC(=O)CN1CCN(C(=O)CNC(=O)Cc2cccc3ccccc23)CC1	-2%	11%	-3%	2%	13%	-5%	-4%	-2.7	-7
COc1cc(Br)c(C(C)NC(=O)c2ccc(C)cc2)cc1OC (stereo not given)	5%	-4%	8%	4%	31%	-3%	7%	1.5	.
COCCNC(=S)N1CCN(c2nc(-c3ccccc3)cs2)CC1	-4%	27%	-4%	0%	30%	0%	-4%	-0.4	0
Cn1c(=O)c2c(nc(OC3CCCCCC3)n2C)n(C)c1=O	2%	-19%	4%	4%	.	2%	2%	-0.1	-1

Complete entries from above. Order of values: WRN inhibitor	Abeta yeast res	EPAC1 antagonist	EPAC1 agonist	FUS yeast rescue	PLK1 PBD block	aSyn yeast inh	IL-2 act	PI5P4Ka inh
Cn1c(=O)c2c(nc(OC3CCCCCC3)n2C)n(C)c1=O reads 2%	-19%	4%	4%	.	2%	2%	-0.1	-1
Cc1cccc(C)c1NC(=O)CN1CCN(C(=O)CNC(=O)Cc2cccc3ccccc23)CC1 reads -2%	11%	-3%	2%	13%	-5%	-4%	-2.7	-7
CSc1nc2c(ccc3ccccc32)o1 reads -7%	8%	-24%	5%	-9%	-27%	3%	0.7	5
